Bim-Bcl-W: disrupts Bim peptide binding to human Bcl-W; bead-based flow cytometry; inhibition, % at 10 µM; 190,000 compounds, 0.02% hits;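 also: 0% = bound tracer without compound and 100% = peptide blocker; higher means less fluorescent Bim peptide bound to Bcl-W beads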
Target sequence (Q92843 whole entry, looked up): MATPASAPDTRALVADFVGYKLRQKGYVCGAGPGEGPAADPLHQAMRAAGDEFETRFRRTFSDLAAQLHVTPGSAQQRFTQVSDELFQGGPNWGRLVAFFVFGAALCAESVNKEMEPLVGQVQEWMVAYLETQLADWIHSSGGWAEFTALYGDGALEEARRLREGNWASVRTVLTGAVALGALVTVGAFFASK
Bcl-B Bim block: human Bim-Bcl-B interaction inhibition | AID 951 | 190,000 compounds, 0.073% hits | bead-based flow cytometry, Bim peptide-Bcl-B binding | Q9HD36 | inhibition, % at 10 µM;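 also: 0% = tracer peptide without compound and 100% = reference inhibitor peptide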
Target sequence (Q9HD36 whole entry, looked up): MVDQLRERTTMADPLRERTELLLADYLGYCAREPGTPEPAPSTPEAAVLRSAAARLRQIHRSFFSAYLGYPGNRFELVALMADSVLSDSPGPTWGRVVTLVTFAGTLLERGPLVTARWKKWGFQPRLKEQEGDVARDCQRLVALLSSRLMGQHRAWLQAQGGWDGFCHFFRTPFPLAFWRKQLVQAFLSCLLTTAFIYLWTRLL
Bcl-XL Bim block: human Bim-Bcl-XL interaction inhibition | AID 1007 | Q07817 | 190,000 compounds, 0.04% hits | inhibition, % at 10 µM | Bim peptide-Bcl-XL binding, bead flow cytometry, fluorescence
Target sequence (Q07817 whole entry, looked up): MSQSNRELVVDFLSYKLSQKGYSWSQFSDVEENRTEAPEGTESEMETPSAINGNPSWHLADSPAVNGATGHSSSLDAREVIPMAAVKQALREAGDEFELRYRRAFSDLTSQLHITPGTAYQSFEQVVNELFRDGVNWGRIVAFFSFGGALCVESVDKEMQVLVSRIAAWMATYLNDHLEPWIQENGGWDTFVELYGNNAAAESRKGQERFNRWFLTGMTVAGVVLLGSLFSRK
HRas wt GTP: changes GTP binding to wildtype human HRas; P01112; GST-Ras wt beads, Bodipy-FL-GTP binding, flow cytometry; actives lie on both sides; GTP binding activity, % at 10 µM; 190,000 compounds, 0.14% hits; AID 759;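 active = GTP binding activity at least 20% away from the 100% baseline, either lowered as inhibitor or raised as activator; inconclusive = flagged as likely green fluorescent, judged across all proteins in the well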;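 also: 0% = unlabeled GTP competition control and 100% = no-compound control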
Target sequence (P01112 whole entry, looked up): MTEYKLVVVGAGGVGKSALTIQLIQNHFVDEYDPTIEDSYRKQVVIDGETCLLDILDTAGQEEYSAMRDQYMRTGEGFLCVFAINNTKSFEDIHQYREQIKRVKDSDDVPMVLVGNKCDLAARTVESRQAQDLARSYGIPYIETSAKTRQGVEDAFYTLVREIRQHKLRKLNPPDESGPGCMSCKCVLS
Rab7 wt modul: alters GTP binding to wildtype dog Rab7. GST-Rab7 beads, fluorescent GTP binding, flow cytometry; actives lie on both sides; untreated = 100%, excess cold GTP = 0%. GTP binding activity (percent of control), % at 10 µM. 190,000 compounds, 0.055% hits;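 active = fluorescent GTP binding to Rab7 beads changed by at least 20 points from the 100% baseline, either direction, mostly lower; inconclusive = compound itself probably fluorescent, or too few beads counted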;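 also: median green fluorescence of bound Bodipy-FL-GTP per Rab7 bead population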
Rab2 wt GTP: changes GTP binding to wildtype dog Rab2A, up or down; P61105; GST-Rab2 wt beads, Bodipy-GTP binding, flow cytometry; GTP binding activity, % at 10 µM; 190,000 compounds, 0.19% hits; AID 760;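 active = GTP binding activity at least 20 points away from 100%, either lowered or raised; inconclusive = signal likely due to the compound's own green fluorescence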;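 also: 0% = beads with excess unlabeled GTP and 100% = no-compound control corrected for plate trend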
Bfl-1 Bim block: inhibitors of Bim-Bfl-1 interaction, human | Q16548 | AID 1008 | Bead-based flow cytometry, Bim-Bfl-1 binding inhibition | 190,000 compounds, 0.12% hits | inhibition, % at 10 µM;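 also: 0% = wells without compound plus tracer and 100% = blocker peptide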
Rac1 mut GTP: modulators of GTP binding to human Rac1 activated mutant | P63000 | percent activity (GTP binding), % at 10 µM | 190,000 compounds, 0.11% hits | GST-Rac1 activated beads, fluorescent GTP binding, flow cytometry; actives lie on both sides; 100% means binding = to untreated wells | AID 764;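 active = GTP binding at least 20 percentage points away from the 100% baseline, in either direction, so actives lie on both sides; inconclusive = Compound likely fluorescent itself, or too few beads counted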
Bcl-2 Bim block: human Bim-Bcl-2 interaction inhibition; P10415; Bead-based flow cytometry, Bim peptide-Bcl-2 binding; inhibition, % at 10 µM; 190,000 compounds, 0.06% hits; in the data active = inhibition above about 40%; inconclusive = no clear call, values can overlap the other calls;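 also: 0% = no compound wells with probe peptide and 100% = reference peptide inhibitor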
Cdc42 wt: human Cdc42 wildtype GTP binding change, either direction; P60953; GST-Cdc42 beads, Bodipy-GTP binding, flow cytometry; actives lie on both sides; percent activity (GTP binding), % at 10 µM; 190,000 compounds, 0.2% hits; AID 761;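 active = percent activity GTP binding at least 20 points away from the 100% baseline, either down as inhibitor or up as activator; inconclusive = compound flagged as likely green fluorescent from well-wide comparison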;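 also: median bead fluorescence of bound Bodipy-FL-GTP at 100 nM; 0% = excess unlabeled GTP control and 100% = no compound control; below 100% means less GTP binding so inhibitor and above means activator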
Target sequence (P60953 whole entry, looked up): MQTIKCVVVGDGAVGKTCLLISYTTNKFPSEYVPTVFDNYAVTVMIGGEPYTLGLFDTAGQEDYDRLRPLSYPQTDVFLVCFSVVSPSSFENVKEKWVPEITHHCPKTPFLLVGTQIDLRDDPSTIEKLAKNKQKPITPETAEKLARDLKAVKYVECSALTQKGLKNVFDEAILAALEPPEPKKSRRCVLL
Rac1 wt modul: alters GTP binding to wildtype human Rac1. P63000. GST-Rac1 beads, fluorescent GTP binding, flow cytometry; actives lie on both sides; 0 = cold GTP competed, 100 = untreated. GTP binding activity (% of control), % at 10 µM. 190,000 compounds, 0.27% hits. AID 757;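 active = GTP binding activity at least 20 points away from the 100% control level, either lower or higher; inconclusive = compound flagged as likely green fluorescent, judged across all proteins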
* = called active by the depositor; ? = inconclusive. Rule as the data show it, unless noted: active = inhibition above about 40%.

Bim-Bcl-W | Bcl-B Bim block | Bcl-XL Bim block | HRas wt GTP | Rab7 wt modul | Rab2 wt GTP | Bfl-1 Bim block | Rac1 mut GTP | Bcl-2 Bim block | Cdc42 wt | Rac1 wt modul | Compound
-2 | 6 | 1 | 99 | 98 | 100 | 3 | 100 | 7 | 100 | 102 | Cc1ccc(CNC(=O)Cc2ccc(-c3ccccc3)cc2)cc1
1 | -3 | -4 | 103 | 99 | 102 | -8 | 102 | -2 | 102 | 109 | Cn1c(=O)c2c(SCC(=O)c3ccccc3)nc(C3CC3)nc2n(C)c1=O
-1 | -8 | -5 | 100 | 102 | 100 | -14 | 99 | -11 | 103 | 105 | Cc1ccc(S(=O)(=O)N(C)c2ccc(NS(C)(=O)=O)cc2)cc1
0 | -7 | -3 | 94 | 95 | 93 | -5 | 90 | -1 | 93 | 95 | COc1ccc(N=Cc2cc(Cl)ccc2O)cc1Cl
-3 | -3 | -2 | 96 | 94 | 97 | -2 | 97 | 0 | 97 | 99 | O=C(NCc1ccncc1)c1nc(-c2cccs2)no1
0 | -1 | 1 | 96 | 101 | 99 | -2 | 97 | -1 | 96 | 97 | CCn1c(NCc2ccc3c(c2)OCO3)nc2ccccc21
0 | -1 | -4 | 98 | 99 | 99 | -7 | 98 | -8 | 99 | 99 | Cc1cc(C)n(-c2nnc(C)c(=O)[nH]2)n1
0 | -5 | -6 | 99 | 100 | 100 | -9 | 97 | -5 | 101 | 99 | COc1nc2ccc(C)cc2cc1-c1noc(-c2cccnc2)n1
0 | -2 | -6 | 101 | 97 | 98 | 0 | 102 | -4 | 98 | 105 | Cc1ccc(CSc2nnc(-c3cccc(S(=O)(=O)N4CCOCC4)c3)n2C2CCCC2)cc1
0 | -8 | 0 | 98 | 94 | 96 | -17 | 94 | -11 | 98 | 93 | O=C(N/N=C/C=C/c1ccccc1)c1cnccn1
0 | -1 | 0 | 99 | 98 | 97 | 0 | 95 | -2 | 100 | 96 | CC(C)C(C(=O)Nc1ccc2c(c1)OCO2)N1C(=O)c2ccccc2C1=O (stereo not given)
-3 | -12 | -4 | 101 | 103 | 100 | 0 | 96 | -2 | 98 | 96 | C=CCn1c(SCC(=O)Nc2nc(C)cs2)nnc1C(CO)NC(=O)c1ccccc1 (stereo not given)
0 | 0 | 3 | 100 | 96 | 100 | 2 | 97 | -2 | 97 | 96 | Cc1ccc(NC(=O)C2CCN(S(C)(=O)=O)CC2)cc1
0 | -7 | -5 | 97 | 95 | 97 | -14 | 98 | -11 | 99 | 104 | COc1ccc(Cl)cc1NC(=O)CN1CCC(n2nnc3cc(C)ccc32)CC1
3 | -7 | 0 | 96 | 101 | 98 | 0 | 91 | -3 | 95 | 97 | COc1cc(OC)c(NC(=O)C(=O)CC(=O)c2ccc(C)cc2C)cc1Cl
1 | 0 | 1 | 99 | 105 | 99 | -3 | 97 | -1 | 97 | 99 | O=C(O)CNC(=O)/C=C/c1c(Cl)cccc1Cl
0 | -8 | -3 | 103 | 106 | 104 | -13 | 99 | -11 | 106 | 110 | COC(=O)C1CCN(C(=O)c2ccc(Cl)c(S(=O)(=O)NCc3cccnc3)c2)CC1
-3 | 1 | 0 | 95 | 95 | 99 | 0 | 94 | 0 | 99 | 100 | CN1CCN(c2ccc(-c3ccc4ccccc4n3)cc2)CC1
2 | -13 | -10 | 100 | 102 | 100 | -14 | 98 | -13 | 102 | 100 | CCOC(=O)N1CCN(S(=O)(=O)c2cc(OCC(=O)NC3CCCCC3)c(C)cc2Cl)CC1
-7 | -2 | -4 | 95 | 99 | 94 | -5 | 96 | -2 | 94 | 99 | O=C(COc1ccc(Cl)cc1)Nc1ccccc1C(=O)NCc1ccco1
0 | -3 | -1 | 97 | 94 | 97 | -6 | 94 | -3 | 94 | 93 | CCC(C(=O)Nc1cc(C(=O)O)ccc1C)c1ccccc1 (stereo not given)
-3 | -1 | -7 | 100 | 97 | 100 | 0 | 98 | -4 | 100 | 103 | CCCOc1ccc(C2c3c(oc4cc(C)c(C)cc4c3=O)C(=O)N2CCCN(C)C)cc1OCC (stereo not given)
0 | -3 | 0 | 95 | 93 | 93 | 0 | 95 | 4 | 96 | 98 | CCN1C(=O)/C(=C2/C=Cc3ccccc3N2CC)SC1=S
-2 | -8 | -4 | 100 | 98 | 101 | -3 | 99 | -3 | 103 | 105 | CCN(CC)c1ccc(/C=N/N(c2ccccc2)c2ccccc2)c(O)c1
-1 | 0 | 1 | 93 | 105 | 93 | -2 | 90 | -5 | 92 | 95 | O=c1c2nnn(-c3ccccc3)c2ncn1C/C=C/c1ccccc1
0 | -2 | -4 | ? | ? | ? | -2 | ? | 1 | ? | ? | CS(=O)(=O)N1CCC(C(=O)Nc2cccc(Cl)c2)CC1
-2 | -37 | -2 | 98 | 102 | 99 | 12 | 98 | 0 | 102 | 104 | Cc1sc2c3ccsc3ccc2[n+]1C
-1 | 0 | -3 | 106 | 108 | 107 | -1 | 100 | -3 | 107 | 105 | CC1CCCCN1CC(=O)Nc1sc2c(c1C#N)CCC2 (stereo not given)
0 | 1 | -1 | 102 | 96 | 100 | 0 | 99 | 4 | 102 | 105 | Cc1cccc(CSc2nnc(N)n2-c2ccccc2)c1
1 | -9 | -4 | 101 | 100 | 103 | -14 | 100 | -12 | 106 | 106 | Cc1c(NC(=O)C2CCCN2S(=O)(=O)c2ccccc2)c(=O)n(-c2ccccc2)n1C (stereo not given)
0 | 0 | 0 | 104 | 102 | 102 | 0 | 102 | -1 | 104 | 104 | COC(=O)c1ccc(C)c(NC(=O)CCSc2ccccc2)c1
0 | 0 | 0 | ? | ? | ? | 0 | ? | -2 | ? | ? | Nc1ccc(S(=O)(=O)Nc2ccc(S(N)(=O)=O)cc2)cc1
-3 | -11 | -6 | 101 | 101 | 97 | -13 | 98 | -15 | 104 | 105 | CN(C)S(=O)(=O)c1cc(NC(=O)COC(=O)C2CSC3(C)CCC(=O)N23)ccc1Cl (stereo not given)
-10 | -6 | -13 | 97 | 100 | 93 | -4 | 96 | -8 | 97 | 102 | O=C(N/N=C/c1ccc2c(c1)OCO2)C(O)c1ccccc1 (stereo not given)
0 | 0 | -5 | 102 | 100 | 101 | 0 | 103 | 3 | 98 | 103 | CC(C)c1ccc(/C=N\NC(=O)c2ccc(Cn3cccn3)o2)cc1
0 | -3 | 0 | 103 | 102 | 97 | 0 | 95 | -3 | 99 | 100 | CC(=O)N1CCc2cc(S(=O)(=O)CCC(=O)Nc3c(C)n(C)n(-c4ccccc4)c3=O)ccc21
-2 | 0 | -1 | 103 | 100 | 100 | 0 | 97 | 3 | 101 | 104 | Cc1ccc2nc3ccc(N4CCCCCCC4)nn3c(=O)c2c1
-1 | -4 | -2 | 98 | 97 | 100 | -6 | 99 | 0 | 99 | 106 | COCCN(C(=S)Nc1ccc(C)c(C)c1)C(C)c1ccco1 (stereo not given)
0 | -6 | 0 | 97 | 95 | 97 | -8 | 94 | -6 | 97 | 98 | CN1CCCC(OC(=O)CCCC(=O)OC2CCCN(C)C2)C1 (stereo not given)
-7 | -9 | -8 | 101 | 102 | 102 | -17 | 101 | -9 | 98 | 107 | CCCNC(=O)NC(=O)CN1C(=O)NC(C)(c2ccc(C)cc2)C1=O (stereo not given)
-2 | -8 | -5 | 98 | 100 | 98 | -17 | 96 | -11 | 100 | 100 | CCOC(=O)c1cc(NC(=O)C2CCCO2)cc(C(=O)OCC)c1 (stereo not given)
0 | 2 | 0 | 94 | 95 | 97 | 1 | 96 | -1 | 98 | 98 | Cc1cccc(OCC(=O)N2CCN(C(=O)c3ccco3)CC2)c1
-1 | -6 | -6 | 105 | 100 | 104 | -2 | 108 | -3 | 106 | 106 | COc1ccc(S(=O)(=O)N2CCOCC2)cc1NC(=O)Cc1ccccc1Cl
-2 | 1 | -7 | 95 | 100 | 94 | 3 | 94 | 1 | 89 | 94 | C#Cc1ccc([C@@H]2C=C(C(=O)OCC=C)O[C@H](OCC)[C@H]2CCCO)cc1
-2 | -21 | -10 | 99 | 96 | 98 | -13 | 99 | -12 | 100 | 106 | CC(C)(C)c1nnc(NC(=O)c2cc(-c3ccccc3)nc3ccccc23)s1
1 | -1 | -1 | 102 | 101 | 100 | -3 | 97 | -3 | 103 | 99 | CCCCc1c(O)nc(SCCN(C)C)n(-c2ccccc2)c1=O
1 | -7 | -3 | 97 | 95 | 95 | -10 | 95 | -4 | 98 | 98 | COc1ccccc1S(=O)(=O)Cc1ccc(C(=O)NCc2cccs2)o1
0 | -3 | -4 | 101 | 101 | 101 | -2 | 97 | -1 | 101 | 98 | CC(O)c1n(C)c(Cl)c[n+]1C (stereo not given)
0 | 0 | 0 | 99 | 96 | 98 | 4 | 98 | 1 | 98 | 99 | COc1ccccc1N/C=C(\C#N)c1nc2ccccc2[nH]1
0 | -2 | -1 | 97 | 98 | 97 | -1 | 97 | -2 | 95 | 95 | CCn1cc(/C=N/NC(=O)c2cc3c(ccc4ccccc43)o2)c2ccccc21
-4 | -10 | -8 | 101 | 99 | 100 | -25 | 100 | -13 | 101 | 104 | CCc1cc2c(=O)n(N)c(CCC(=O)O)nc2s1
-8 | -1 | -2 | 102 | 99 | 103 | 0 | 103 | -2 | 105 | 107 | COc1ccc(-n2c(C)nc3c(cnn3-c3ccccc3)c2=O)cc1
-1 | -6 | -2 | 94 | 95 | 95 | -10 | 94 | -2 | 96 | 97 | Cc1ccc2ncnc(Nc3ccccc3)c2c1
-5 | -8 | -3 | 95 | 102 | 96 | -13 | 94 | -9 | 96 | 98 | COc1ccc(N(CC(=O)N2CCc3ccccc3C2)S(=O)(=O)c2ccccc2)cc1
-1 | -6 | -4 | 101 | 97 | 100 | -1 | 103 | -1 | 105 | 102 | COc1ccc(N/N=C(/C(N)=O)C2=NC(C)(C)Cc3ccccc32)cc1
6 | -1 | -19 | 102 | 101 | 101 | -8 | 101 | 0 | 107 | 107 | CC(=NC1CCN(Cc2ccccc2)CC1)c1c(O)[nH]c(=O)[nH]c1=O
-4 | -8 | -7 | 101 | 104 | 101 | -14 | 97 | -10 | 102 | 104 | CCN(CC)C(=O)/C(=C\c1ccc(Br)cc1)NC(=O)c1ccccc1OC
0 | -8 | -3 | 98 | 100 | 99 | -14 | 97 | -12 | 100 | 100 | O=C(NCc1cccs1)c1cccc(S(=O)(=O)N2CCCCC2)c1

3 entries already listed, ordered by their value in HRas wt GTP, highest first.
Compound	Bim-Bcl-W	Bcl-B Bim block	Bcl-XL Bim block	HRas wt GTP	Rab7 wt modul	Rab2 wt GTP	Bfl-1 Bim block	Rac1 mut GTP	Bcl-2 Bim block	Cdc42 wt	Rac1 wt modul
CC(O)c1n(C)c(Cl)c[n+]1C (stereo not given)	0	-3	-4	101	101	101	-2	97	-1	101	98
CC(C)(C)c1nnc(NC(=O)c2cc(-c3ccccc3)nc3ccccc23)s1	-2	-21	-10	99	96	98	-13	99	-12	100	106
Cc1cccc(OCC(=O)N2CCN(C(=O)c3ccco3)CC2)c1	0	2	0	94	95	97	1	96	-1	98	98

Assay outcomes as filed in PubChem.
